# ATG4B inh = blocks human ATG4B protease cleavage of LC3 substrate. Q9Y4P1. ATG4B cleavage of LC3-PLA2, NBD-HPC fluorescence, 1 h. inhibition, % at 8.33 µM. 340,000 tested, 0.51% active; in the data active = inhibition above about 40%
# mIAP act = increases mouse intestinal alkaline phosphatase activity; activation factor at 10 µM; muIAP, CDP-Star luminescence, 30 min; stronger effect = higher value; 1 = vehicle-only enzyme signal, 0 = enzyme-free wells; 330,000 tested, 0.24% active; AID 2805;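 active = activation factor of at least 2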; also: the source names both 10 and 20 µM as test concentration; values of inactives mirror those of a sister screen read the other way
#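 also added = chemiluminescent substrate CDP-Star | test system = mouse IAP enzyme | signal = chemiluminescence readout | compound = DMSO-dissolved test compounds | incubation = 30 min at room temperature | benchmarks = DMSO wells, no-enzyme wells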
# PfG6PD inh = PfG6PD (Plasmodium falciparum) enzyme inhibition; AID 504690; 350,000 tested, 0.78% active; inhibition, % at 20 µM; PfGluPho enzyme, NADPH resazurin-diaphorase fluorescence;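 active = inhibition reaching at least a set limit at 20 µM in the primary screen, cut at about 59% in these data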;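 also: 0% = DMSO wells with substrate and 100% = DMSO wells lacking glucose-6-phosphate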
# APOBEC3A inh = inhibitors of human APOBEC3A DNA deaminase | 330,000 tested, 0.41% active | inhibition, % at 20 µM | P31941 | recombinant A3A, FAM/TAMRA ssDNA deamination fluorescence;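 active = at least 40% inhibition at 20 µM here, with at most 30% in a related deaminase screen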;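 also: plate controls were A3A with DMSO for no effect and wells lacking A3A enzyme for full effect; some results filed as inactive read as strong as hits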
# Target sequence (P31941 whole entry, looked up): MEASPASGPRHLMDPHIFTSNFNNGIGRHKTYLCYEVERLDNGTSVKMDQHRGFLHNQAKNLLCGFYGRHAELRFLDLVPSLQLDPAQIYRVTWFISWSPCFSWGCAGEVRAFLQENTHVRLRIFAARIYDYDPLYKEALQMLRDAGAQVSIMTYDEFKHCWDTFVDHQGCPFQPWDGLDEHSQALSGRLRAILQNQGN
# mIAP block = blocks mouse intestinal alkaline phosphatase. AID 2806. purified mouse IAP, CDP-Star luminescence, 30 min. inhibition, % at 10 µM. 330,000 tested, 0.2% active;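 active = inhibition of at least 40% at 10 µM in the primary screen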;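 also: plate controls were DMSO with enzyme for no effect and no enzyme wells for full effect; values of inactives mirror those of a sister screen read the other way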
# hIAP block = human IAP inhibition | purified IAP, CDP-Star luminescence, 30 min | 330,000 tested, 0.12% active | inhibition, % at 10 µM | P09923;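 active = inhibition reaching a set limit with compound at 10 µM in the primary screen, cut at about 35% in these data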;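 also: plate controls were DMSO wells with enzyme for no effect and no-enzyme buffer wells for full effect; values of inactives mirror those of a sister screen read the other way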
# Target sequence (P09923 whole entry, looked up): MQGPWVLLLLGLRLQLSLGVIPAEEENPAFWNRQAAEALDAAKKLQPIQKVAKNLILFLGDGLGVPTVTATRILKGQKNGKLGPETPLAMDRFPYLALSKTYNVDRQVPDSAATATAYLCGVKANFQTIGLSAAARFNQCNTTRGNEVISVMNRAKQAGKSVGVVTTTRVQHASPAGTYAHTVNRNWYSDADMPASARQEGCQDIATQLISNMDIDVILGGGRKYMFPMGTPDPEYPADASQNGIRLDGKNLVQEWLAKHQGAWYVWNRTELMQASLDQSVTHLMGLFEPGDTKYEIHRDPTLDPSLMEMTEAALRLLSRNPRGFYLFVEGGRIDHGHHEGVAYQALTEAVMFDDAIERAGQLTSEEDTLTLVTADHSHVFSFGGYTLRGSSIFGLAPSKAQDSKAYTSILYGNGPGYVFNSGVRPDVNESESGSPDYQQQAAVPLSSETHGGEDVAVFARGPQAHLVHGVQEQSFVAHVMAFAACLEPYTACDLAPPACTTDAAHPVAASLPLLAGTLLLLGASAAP
# hIAP act = increases human intestinal alkaline phosphatase activity. P09923. purified human IAP, CDP-Star luminescence, 30 min; stronger effect = higher value; 1 = vehicle-only enzyme, 0 = enzyme-free background. activation factor at 10 µM. 330,000 tested, 0.16% active;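 active = activation factor of the enzyme at least 2-fold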; also: the source names both 10 and 20 µM as test concentration; values of inactives mirror those of a sister screen read the other way
# HKDC1 inhibitor = blocks human hexokinase HKDC1 activity; Q2TB90; recombinant HKDC1, G6PDH/diaphorase resazurin coupled fluorescence; inhibition, % at 20 µM; 340,000 tested, 0.16% active; AID 493160;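 active = inhibition above about 35% when tested at 20 µM, limit read from the data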;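 also: plate controls were DMSO wells with enzyme for no effect and DMSO wells lacking enzyme for full effect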
#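 Test system: recombinant HKDC1 (HK5) hexokinase enzyme, produced in-house; Amount: enzyme 5 µg/mL final; Buffer or medium: Tris pH 8.0 buffer with MgCl2, Tween-20, BSA, BME; Reagent: glucose and ATP substrates; Doses: 20 µM test compound, 1% DMSO; Incubation: 90 min reaction incubation at room temperature, dark; Detection: resorufin fluorescence at 613 nm.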
# * = called active by the depositor.
No.	ATG4B inh	mIAP act	PfG6PD inh	APOBEC3A inh	mIAP block	hIAP block	hIAP act	HKDC1 inhibitor	mol
1	-7	0.95	-9	-3	5	13	0.87	1	Cc1cc(C)c(CN2CCN(C(=O)Cn3ccc(NC(=O)OCc4ccccc4)nc3=O)CC2)c(C)c1
2	-1	0.87	-11	2	13	0	1	0	COc1ccc(N2CCN(c3ccc([N+](=O)[O-])nc3)CC2)cc1
3	7	1	1	1	-1	-17	1.2	-1	COc1ccc(CN2CCCC(C(=O)c3ccc(Cl)cc3)C2)cc1Cn1cccn1 (stereo not given)
4	-4	1	-4	-5	0	4	0.96	-9	COC(=O)c1ccccc1S(=O)(=O)C(C)(C)C
5	5	1	15	4	-4	7	0.93	3	Fc1ccccc1N1CCN(C(c2cccs2)c2nnnn2CCc2ccccc2)CC1 (stereo not given)
6	-6	0.88	3	-1	12	23	0.77	-6	Cc1ccsc1/C=N/NC(=O)c1ccc([N+](=O)[O-])cc1
7	37	0.99	20	1	1	14	0.86	-8	COc1cccc(CSc2nc3cc4c(cc3cc2C)OCCO4)c1
8	4	0.93	0	-1	8	0	0.99	-1	Cc1ccc(S(=O)(=O)N2CCOCC2)cc1NC(=O)CSc1ncccn1
9	11	1.1	-1	-2	-6	-4	1	-5	CCOC(=O)C(Cc1ccc(OC)c([N+](=O)[O-])c1)NC(=O)CCC(=O)Nc1ccc(OC)cc1 (stereo not given)
10	-5	0.88	20	-3	12	-55	1.5	-1	COc1ccc2c(c1OC)C(=O)N1N=C(c3ccc(F)cc3)CC21 (stereo not given)
11	-9	0.96	13	-1	4	10	0.9	0	Cc1nc(SCc2nc3ccc(Br)cc3[nH]2)c2oc3ccccc3c2n1
12	-3	1.2	-6	-1	-16	-7	1.1	-1	CC(CC(=O)N1CCN(c2ccc(C(F)(F)F)cn2)CC1)n1ccnc1 (stereo not given)
13	2	1	-6	1	-3	-6	1.1	-5	Cc1ccc(OCC(=O)N(C)CC(=O)Nc2ccc(F)c(F)c2F)cc1
14	-3	1.1	-9	2	-8	-5	1.1	-28	CCN(CC)C(=O)Cn1cnc2sc(C(=O)N3CCN(Cc4ccc5c(c4)OCO5)CC3)c(C)c2c1=O
15	-3	1.1	15	2	-7	23	0.77	-5	O=C(CCNC(=O)N1CC(=O)Nc2ccccc21)Nc1cccc(Cl)c1
16	0	1.1	4	3	-7	5	0.95	-5	CCOC(=O)c1ccc(NC(=O)C2CC(O)CN2S(=O)(=O)c2ccc(C)cc2)cc1 (stereo not given)
17	2	1.1	3	-3	-7	-6	1.1	-3	CCOc1ccc(Cn2nnc(-c3ccc(S(C)(=O)=O)cc3)n2)cc1OCC
18	-9	0.98	-12	-3	2	-1	1	-2	CC(=O)O[C@H]1CSC[C@H]1NC(=O)c1ccccc1
19	-9	0.96	0	-2	4	-9	1.1	-1	O=C(CSc1nccc2ccccc12)N1CCN(Cc2ccc3c(c2)OCO3)CC1
20	4	1	-15	0	-1	8	0.92	13	O=C(NCCCN1CCN(c2ccccc2F)CC1)Nc1ccccc1[N+](=O)[O-]
21	-7	1.1	17	-2	-10	-34	1.3	-3	CCCN(CC(=O)Nc1ccccc1C)CC(=O)Nc1ccc(Br)cc1F
22	4	1.1	10	-2	-8	0	1	-2	Cc1ccc(C)c(N(C(=O)CCC(=O)Nc2cc(C)on2)C(C(=O)NC2CCCC2)c2ccco2)c1 (stereo not given)
23	-1	0.82	-20	1	18	9	0.91	-43	Cc1ccc(N=Nc2ccc(O)c3ncccc23)cc1C
24	4	0.99	65*	-1	1	-10	1.1	-1	O=S(=O)(NNc1ncc(C(F)(F)F)cc1Cl)c1ccc(F)cc1F
25	11	0.99	-19	-1	0	-4	1	4	CC1CCCCC1NC(=O)/C(C#N)=C/c1ccc(F)c(F)c1 (stereo not given)
26	-11	0.98	4	0	2	-16	1.2	6	CNS(=O)(=O)c1ccc(N=Cc2c(C)[nH]n(-c3ccc(C)cc3C)c2=O)cc1
27	-2	0.84	-3	0	16	32	0.68	2	O=C(NNC(=O)c1ccc2ccccc2n1)c1ccc(O)cc1
28	-5	0.97	3	1	3	4	0.96	12	O=C(CC1CCC1)Nc1cccc2c([N+](=O)[O-])cccc12
29	9	1	4	3	-2	-6	1.1	-3	C=CCCC(=O)N1CCCC(C(=O)c2cccc(OC)c2)C1 (stereo not given)
30	-4	0.91	8	-4	9	-2	1	-8	COCCCNC(=O)Cc1ccc(S(=O)(=O)N2CCOCC2)s1
31	3	0.89	-7	-4	11	-19	1.2	17	CN(C)c1nc(N)nc(CSc2nnnn2-c2cccc3ccccc23)n1
32	-9	0.99	8	6	1	-2	1	-6	Cc1cc(=O)n(CCC(=O)O)c2ccccc12
33	1	0.9	27	-3	10	-8	1.1	-9	CN(C)S(=O)(=O)Oc1ccc(C(=O)Nc2ccc([N+](=O)[O-])cc2)cc1
34	-5	1	42	-3	0	0	1	-6	CC(=O)c1cccc(NC(=O)c2cc(C(C)C)on2)c1
35	-4	1.1	18	-4	-7	-12	1.1	1	C/C(=N/NS(=O)(=O)c1ccc(F)cc1)c1ccncc1
36	3	0.96	15	-5	4	-14	1.1	1	O=C(Nc1cc(C(F)(F)F)ccc1N1CCCCC1)c1cccc([N+](=O)[O-])c1
37	-1	1	4	-1	-4	2	0.98	0	Cc1ccc(C(=O)OCC(=O)Nc2ccc(F)c(Cl)c2)o1
38	-8	1.1	5	-3	-9	-7	1.1	-7	CC1=C(C(=O)OCC(C)C)C(c2ccc(Br)s2)NC(=O)N1 (stereo not given)
39	8	1	-9	5	0	-4	1	-12	O=C(Nc1nc2c(Cl)cccc2s1)c1ccc(Br)o1
40	1	0.97	-8	-3	3	-12	1.1	3	C=CCOc1ccc(CNn2nnnc2N)cc1

# Complete entries as entered above.
# `O=C(Nc1nc2c(Cl)cccc2s1)c1ccc(Br)o1` reads ATG4B inh = 8; mIAP act = 1; PfG6PD inh = -9; APOBEC3A inh = 5; mIAP block = 0; hIAP block = -4; hIAP act = 1; HKDC1 inhibitor = -12
# `CC1=C(C(=O)OCC(C)C)C(c2ccc(Br)s2)NC(=O)N1` (stereo not given) reads ATG4B inh = -8; mIAP act = 1.1; PfG6PD inh = 5; APOBEC3A inh = -3; mIAP block = -9; hIAP block = -7; hIAP act = 1.1; HKDC1 inhibitor = -7
# `Cc1ccc(C(=O)OCC(=O)Nc2ccc(F)c(Cl)c2)o1` reads ATG4B inh = -1; mIAP act = 1; PfG6PD inh = 4; APOBEC3A inh = -1; mIAP block = -4; hIAP block = 2; hIAP act = 0.98; HKDC1 inhibitor = 0

# Structural class: the compounds so far with a CF3 group (3)
No.	ATG4B inh	mIAP act	PfG6PD inh	APOBEC3A inh	mIAP block	hIAP block	hIAP act	HKDC1 inhibitor	mol
12	-3	1.2	-6	-1	-16	-7	1.1	-1	CC(CC(=O)N1CCN(c2ccc(C(F)(F)F)cn2)CC1)n1ccnc1 (stereo not given)
24	4	0.99	65*	-1	1	-10	1.1	-1	O=S(=O)(NNc1ncc(C(F)(F)F)cc1Cl)c1ccc(F)cc1F
36	3	0.96	15	-5	4	-14	1.1	1	O=C(Nc1cc(C(F)(F)F)ccc1N1CCCCC1)c1cccc([N+](=O)[O-])c1

# Other entries:
No.	ATG4B inh	mIAP act	PfG6PD inh	APOBEC3A inh	mIAP block	hIAP block	hIAP act	HKDC1 inhibitor	mol
41	-11	1.1	0	-1	-9	-14	1.1	-4	O=C(Cc1ccccc1)Nc1cccc(C(=O)N/N=C/c2ccco2)c1
42	-3	0.98	-19	-4	2	-6	1.1	-6	O=C(O)c1ccc(OCCCCCCOC2CCCCO2)cc1 (stereo not given)
43	5	1	-9	2	-4	12	0.88	-3	CCCCCCCOc1ccc(C2CC(=O)N(C)C2=O)cc1 (stereo not given)
44	1	0.94	8	0	6	13	0.87	10	COc1cccc(/C=C/C(=O)c2ccc(C)c([N+](=O)[O-])c2)c1
45	-6	1	-18	-2	-5	9	0.91	1	O=C(Nc1ccccc1-c1nnn(CC(=O)N2CCOCC2)n1)c1ccccc1F
46	18	0.98	17	-2	2	8	0.93	1	Cn1c(=O)c2c(nc(N3CCc4ccccc4C3)n2Cc2ccccc2F)n(C)c1=O
47	-11	0.98	2	2	2	-2	1	-1	Cc1ccccc1NC(=O)CCN1C(=O)CSC1=O
48	-10	0.97	-1	0	3	-6	1.1	-6	O=C(COc1ccc(Cl)cc1Cl)Nc1ccc(CN2CCCCC2)cc1

# Pulled by compound from the entries so far:
No.	ATG4B inh	mIAP act	PfG6PD inh	APOBEC3A inh	mIAP block	hIAP block	hIAP act	HKDC1 inhibitor	mol
43	5	1	-9	2	-4	12	0.88	-3	CCCCCCCOc1ccc(C2CC(=O)N(C)C2=O)cc1 (stereo not given)
45	-6	1	-18	-2	-5	9	0.91	1	O=C(Nc1ccccc1-c1nnn(CC(=O)N2CCOCC2)n1)c1ccccc1F

# Continuation.
No.	ATG4B inh	mIAP act	PfG6PD inh	APOBEC3A inh	mIAP block	hIAP block	hIAP act	HKDC1 inhibitor	mol
49	-7	0.81	-4	0	19	10	0.9	1	Cc1onc(-c2ccccc2)c1C(=O)Nc1sc2c(c1C#N)CCC(C)C2 (stereo not given)
50	1	1.1	-3	-3	-6	-1	1	-5	CCCNC1=C(C)C(=O)CC1
51	-2	1	3	-1	-3	22	0.78	2	CC1=C(C#N)C(Nc2cccc(C)n2)(C(F)(F)F)C(=O)N1 (stereo not given)
52	-5	0.98	13	-3	2	19	0.81	-3	O=C(Nc1ccccc1)Nc1ccc(Cl)c([N+](=O)[O-])c1

# Assay outcomes deposited in PubChem by Sanford-Burnham Center for Chemical Genomics.
